Source: PubChem BioAssay (National Center for Advancing Translational Sciences (NCATS))
SMN2 splice enh: SMN2 splice variant enhancement. HEK293 SMN2-luciferase splicing reporter, luminescence, 30-36 h. Potency, µM (highest dose often 46.1 µM), without a hit: top-dose activity change, positive = activation, actives largely listed as activators. 2.8% of 210,000 active; further: potency means the concentration at half of the fitted maximal effect; % of control where 0% means no effect; nearly all actives have a fitted effect of over 55% in size
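qHTS luciferase splicing reporter: luminescence rises when SMN2 exon 7 is included in transfected HEK293 cells. Compound exposure lasted 30-36 h at 37C, with 4.5 mM final sodium butyrate as control, followed by a ONE-Glo read.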
KinaseGlo FLuc: counter-screen: inhibitors of Kinase-Glo firefly luciferase | Q27757 | Kinase-Glo luciferase, ATP luminescence, 8 min | Potency, µM (titrated, usually from 38.3 µM), inactives show at the top dose activity change, negative = inhibition, usual class: inhibitors | 0.28% of 200,000 active | AID 1379; further: potency means the concentration at half of the fitted maximal effect; on the % scale 0 is the no-effect control and ±100 the full control effect; nearly all actives have a fitted effect of over 60% in size
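Kinase-Glo luciferase light output from ATP and luciferin was measured with 10 uM ATP, within the enzyme's linear range. Buffer: 50 mM imidazole pH 7.2, 50 mM KCl, 7 mM MgCl2, 0.01% Tween 20, 0.05% BSA; luminescence read after 8 min at ambient temperature.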
IMPase Li inh: membrane-permeable IMPase blocker, potentiated with lithium. CHO-M1 cells, IP1 TR-FRET (IP-One), carbachol + lithium. Potency, µM (highest dose often 59.4 µM), without a hit: at the highest dose activity, negative = IMPase inhibition, hits mostly inhibitors. 0.35% of 210,000 active. AID 1457;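 further: IP1 builds up when IMPase is blocked and the TR-FRET signal falls; potency means the concentration at half of the fitted maximal effect; plate controls were basal vehicle for no effect and high inhibitor control for full effect; nearly all actives have a fitted effect of over 50% in size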
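IP1 accumulation measured by competitive TR-FRET in lysed CHO-M1 cells after 30 min compound exposure at 37C, with a small lithium addition to potentiate weak responses. Hill-equation AC50 from ratio and donor-channel data.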
LMNA splice mod: modulators of lamin A splicing. HeLa LMNA splicing GFP/RFP minigene ratio, 48 h. 0.01% of 200,000 active. Potency, µM (series often up to 46.1 µM), for inactives: top-dose ratio change, negative = inhibition, actives largely listed as inhibitors; active means well fitted inhibition curve with a large enough effect in the signal ratio, with a control signal flat, not every such curve was filed as active; inconclusive means small, poorly fitted or top-dose-only effect, or effect the other way, or a change in a side signal; the % refers to the signal ratio; further: potency means the concentration at half of the fitted maximal effect; on the % scale 0 is the no-effect control and ±100 the full control effect
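Read-out is the ratio of GFP to DsRed2 object intensity, acquired by 488 nm laser-scanning cytometry on HeLa lamin A-EGFP minigene reporter cells. Compound incubation 48 hrs at 37 °C in Opti-MEM with 2% FBS; DMSO 0.5% final.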
HTT ATP protect: protects HTT-Q103 PC12 cells, measured by ATP. 0.14% of 230,000 active. Potency, µM (doses to about 56.4 µM), for inactives: cytoprotection (ATP increase), usual class: activators. AID 1471. PC12 HTT-Q103 induced, cytoprotection, ATP luminescence, 40 h;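 further: potency means the concentration at half of the fitted maximal effect; % of control where 0% means no effect; nearly all actives have a fitted effect of over 45% in size; toxic huntingtin expression switched on by the ecdysone agonist tebufenozide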
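Readout: ATPlite luminescence (ATP level). Model: stable PC12, inducible Htt exon1 Q103-GFP. Inducer: tebufenozide, 100 nM final. Compounds: dose series. No G418 in medium.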
CBFb-RUNX1 inh: inhibitors of human CBF-beta and RUNX1 interaction. 230,000 tested, under 10 active. Potency, µM (series often up to 59.8 µM), inactives show at the highest dose activity, negative = inhibition, most hits filed as inhibitors. Q01196+Q13951. AlphaScreen CBFb-His/RUNX1-biotin binding, biochemical; further: % of control where 0% means no effect
Target sequence (Q01196 whole entry, looked up): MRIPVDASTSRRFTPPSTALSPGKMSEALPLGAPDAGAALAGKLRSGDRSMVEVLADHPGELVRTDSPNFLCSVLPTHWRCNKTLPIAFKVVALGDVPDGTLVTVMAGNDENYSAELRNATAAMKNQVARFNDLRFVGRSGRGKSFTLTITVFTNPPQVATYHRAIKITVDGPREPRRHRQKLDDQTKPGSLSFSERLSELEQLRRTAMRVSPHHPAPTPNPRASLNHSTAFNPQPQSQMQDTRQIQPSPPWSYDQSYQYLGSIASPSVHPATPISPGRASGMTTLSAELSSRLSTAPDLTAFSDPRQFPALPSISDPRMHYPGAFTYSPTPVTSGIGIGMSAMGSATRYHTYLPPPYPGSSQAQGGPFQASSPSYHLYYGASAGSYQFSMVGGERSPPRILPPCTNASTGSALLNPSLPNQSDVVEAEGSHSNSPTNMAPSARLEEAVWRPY
Target sequence (Q13951 whole entry, looked up): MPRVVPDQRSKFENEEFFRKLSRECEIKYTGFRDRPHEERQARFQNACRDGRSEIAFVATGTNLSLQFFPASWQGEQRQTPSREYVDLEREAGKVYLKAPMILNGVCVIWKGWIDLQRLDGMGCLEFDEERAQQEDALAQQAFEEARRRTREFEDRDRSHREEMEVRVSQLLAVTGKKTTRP
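CBFb-His/RUNX1-biotin, 30 nM each, preincubated 20 min RT; compound 15 min RT; Ni + streptavidin beads 50 ng each, 90 min RT; AlphaScreen read.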
HTT aggregate: inhibitors of mutant huntingtin aggregate formation in PC12 cells; 1.1% of 220,000 active; PC12 HttQ103-GFP aggregates, Acumen cytometry, 40 h; Potency, µM (highest dose often 46.1 µM), without a hit: top-dose activity change, negative = inhibition, usual class: inhibitors; further: potency means the concentration at half of the fitted maximal effect; on the % scale 0 is the no-effect control and ±100 the full control effect; nearly all actives have a fitted effect of over 60% in size
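Quantitative HTS on tebufenozide-induced (100 nM) PC12 cells stably expressing polyQ103 Huntingtin exon 1–GFP. Reduction of bright GFP aggregates, detected by laser scanning cytometry after lysis, identified actives across the titration.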
* hit, by the source's call; u = inconclusive; x = no result given; [ ] = another dose, or the depositor's remark. Unless noted, the call rests on the fitted dose curve; in most records, active means well fitted curve in the direction sought with a large enough effect; inconclusive means small, poorly fitted or top-dose-only effect, or another doubt; inactive means no such curve, though single readings can be large; an effect the other way counts as inactive or inconclusive. The order is random, and some 4% of all compounds hit somewhere here.

mol,SMN2 splice enh,KinaseGlo FLuc,IMPase Li inh,LMNA splice mod,HTT ATP protect,CBFb-RUNX1 inh,HTT aggregate
O=C(N/N=C1/CC(c2ccccc2)Oc2ccccc21)C1CC1 (centres undefined),7.7%,-0.8%,-4.7%,-1.9%,x,0.8%,-0.7%
O=C(NNC1=Nc2ccccc2SC1)c1cccc([N+](=O)[O-])c1,x,x,x,x,-5.7%[10 µM],-5.1%,-23.1%[9.22 µM]
COc1ccc(CC(=O)N2CC3(C)CC2CC(C)(C)C3)cc1OC (centres undefined),-4.3%,-1.1%,44.4%[activator][38.3 µM],-7.1%,-20.6%,-3.3%,2.4%[9.22 µM]
CC(NC(=S)NNS(=O)(=O)c1ccc(C(C)(C)C)cc1)c1ccccc1 (centres undefined),x,x,x,x,-3.5%[10 µM],2.9%,-16.9%[9.22 µM]
OCCN1CCN(c2cc(C(F)(F)F)nc3ccccc23)CC1,x,x,x,x,7.9%[10 µM],9.7%,19.5%[9.22 µM]
COc1ccccc1C(=O)Nc1c2c(nn1-c1cccc(C)c1C)CS(=O)C2 (centres undefined),-8.6%,-6.2%,24.9%[38.3 µM],-3.0%,14.4%[10 µM],-0.4%,3.7%
CC(C)(C)NC(=O)C1Cc2ccccc2CN1 (centres undefined),17.6%,0.4%,-2.0%,19.9%[46 µM],10.5%[10 µM],5.4%,0.4%
C#CC1(NC(=O)NC(=O)c2c(F)cccc2F)CCCCC1,x,x,x,x,24.6%[10 µM],4.5%,24.2%[9.22 µM]
Brc1cccc(OCCOCCn2ccnc2)c1,-20.1%,-2.9%,37.6%[activator][38.3 µM],11.0%,-18.6%,-0.9%,-10.4%
O=C1CC(c2ccccc2)CC(=O)C1=CN1CCCC1 (centres undefined),x,x,x,x,2.8%[10 µM],-2.5%,12.7%[9.22 µM]
O=C(NCc1ccccc1)NC1(C(=O)N2CCN(c3ncccn3)CC2)CCCCC1,13.1%,-1.0%,2.3%[38.3 µM],2.3%,-1.2%,3.0%,-12.1%
COC(=O)c1ccc2c(=O)n(CCCCCC(=O)N3CCN(c4ccccc4)CC3)c(=O)[nH]c2c1,-27.0%,-1.9%,29.7%[38.3 µM],9.9%,-8.9%[10 µM],1.2%,-4.1%
Cc1ccc(-n2ncc3c(N4CCN(c5ccc(F)cc5)CC4)ncnc32)c(C)c1,-56.7%[inhibitor],6.2%,3.0%,-8.6%,-7.9%[0.074 µM],6.2%,u
c1ccc(Cc2noc(CN3CCC(CN4CCOCC4)CC3)n2)cc1,x,2.3%,19.4%,4.4%[46 µM],27.7%[10 µM],4.6%,15.7%[9.22 µM]
Cc1c(Cl)ccc(S(=O)(=O)N2CCN=C2c2ccccc2)c1Cl,2.3%,0.1%,6.9%,u,x,-4.0%,-27.0%
Cc1cc(C)nc(/N=C2\NC(=O)CC(C(=O)O)N2CCc2c[nH]c3ccccc23)n1 (centres undefined),-16.1%,17.9%,-4.9%[38.3 µM],1.4%,-13.2%,3.7%,-3.0%
O=C(NCCCN1CCOCC1)c1c(O)c2ccccc2[nH]c1=O,-8.8%,-5.6%,-7.2%[38.3 µM],14.9%,-0.5%[10 µM],6.1%,12.3%
O=C(CSc1nc(-c2ccc(F)cc2)cc(C(F)(F)F)n1)NCc1ccco1,-43.1%[inhibitor],-4.7%,-0.9%,-1.0%,11.8%[1.9 µM],8.6%,-3.7%
COc1ccc(-c2nc(SCc3ccccc3)n(C(=O)c3ccco3)n2)cc1,u,2.9%,-7.3%,-1.7%,6.7%[10 µM],6.9%,-5.0%
CCCCOC(=O)c1ccc(NC(=O)c2cnc3n(c2=O)CCS3)cc1,x,x,x,2.5%,-2.2%,2.8%,5.5%
CC(C)(C)C(=O)Nc1ccc(N=Nc2ccccc2)cc1,x,0.3%,3.6%,1.1%[46 µM],-36.0%[10 µM],0.3%,-41.4%[9.22 µM]
COCc1nc2ccccc2n1CCOc1ccccc1OC,-7.0%,1.8%,-5.2%[38.3 µM],u,-9.7%[10 µM],-2.3%,-3.4%
COc1cccc(NC(=S)N2CCCC2)c1,22.7%,-1.2%,1.7%,5.0%,25.2%[10 µM],1.3%,15.3%
N#CC(c1nc2ccccc2nc1N1CCOCC1)S(=O)(=O)c1ccccc1 (centres undefined),x,x,x,x,8.1%[10 µM],5.7%,15.0%[9.22 µM]
Nc1nnc(N2CCc3ccccc32)s1,-1.5%,-1.0%,-2.5%,u,u,-1.9%,15.4%
NC(=O)c1cccnc1Oc1ccc(Cl)cc1,x,x,x,x,-28.6%[10 µM],-1.0%,-29.1%[9.22 µM]
CC1CCc2cc(F)ccc2N1C(=O)C12CCC(C)(C(=O)O1)C2(C)C (centres undefined),-15.5%,0.6%,9.4%,x,-5.8%,6.0%,-2.9%
O=C(CSc1nnc(COc2ccccc2)n1-c1ccccc1)c1ccccc1,-17.6%,-0.9%,17.0%[38.3 µM],-3.0%,-8.3%,0.6%,2.0%
O=C(Nc1cccnc1N1CCOCC1)c1cccs1,x,x,x,x,-5.1%[10 µM],1.9%,1.3%[9.22 µM]
CCc1cc2c(=O)c(-c3ccc(F)cc3)c(C)oc2cc1OCC(=O)O,-3.2%,5.9%,-0.8%,11.8%[46 µM],-22.3%,12.2%,18.6%[9.22 µM]
Cc1cccn2cc(CCNC(=O)c3ccco3)nc12,13.9%,-2.3%,21.4%[38.3 µM],-3.0%,-7.6%[10 µM],1.5%,-4.4%
N/C(=N\OC(=O)COc1ccccc1)c1cccnc1,-10.7%,1.2%,-8.9%[38.3 µM],-9.5%,31.9%,15.5%,-10.2%
Cc1ccc(C(=O)OCC(=O)NCc2ccco2)cc1,-0.3%,-5.0%,-16.1%[38.3 µM],14.2%,1.4%,-2.6%,-15.1%
O=C(O)CSC1CC(=O)N(c2cccc(Cl)c2)C1=O (centres undefined),12.3%,-0.3%,-8.5%[38.3 µM],1.2%,27.9%,-12.4%,14.8%
CC(C)CCNCC1OCc2ccccc2CO1,17.2%,4.8%,17.2%,-8.8%,2.4%[10 µM],-0.9%,0.8%
O=[N+]([O-])c1ccc2[nH]c(O)c(N=NC3CS(=O)(=O)CC3O)c2c1 (centres undefined),x,x,x,x,24.4%[10 µM],2.7%,10.6%[9.22 µM]
Cc1ccc(NC(=O)Nc2ccc3c(c2)C(=O)OC3)cc1Cl,x,x,x,x,14.5%[10 µM],8.2%,6.1%[9.22 µM]
Cc1ccccc1C(=O)N1CCN(c2ccc(NC(=O)c3ccccc3[N+](=O)[O-])cc2)CC1,-17.7%,-2.6%,9.3%,-19.2%[46 µM],-10.7%[10 µM],-0.3%,-29.3%[9.22 µM]
CN(C)S(=O)(=O)c1ccc(Cl)c(C(=O)OCC(=O)NC(=O)c2cccn2C)c1,3.2%,-1.5%,-1.7%,-6.5%,19.1%[10 µM],-18.5%,-21.9%
O=C1CC(c2ccco2)CC(O)=C1C=NCCN1CCN(C(=S)Nc2ccccc2)CC1 (centres undefined),x,x,x,x,0.9%[10 µM],2.7%,2.6%[9.22 µM]
Cc1cc(C)cc(OCc2nnc(SCC(=O)Nc3ccccc3)o2)c1,26.7%,2.3%,5.4%[38.3 µM],0.5%,27.2%[0.074 µM],5.5%,5.9%
O=C(O)CCC(NC(=S)Nc1ccccc1)C(=O)O (centres undefined),x,x,x,x,11.5%[10 µM],8.0%,24.6%[9.22 µM]
Cc1c(-n2cc(C(=O)O)c(=O)c3cc(F)c(N4CCCC4)c(F)c32)c(=O)n(-c2ccccc2)n1C,-2.4%,2.3%,0.8%[38.3 µM],4.3%,-8.1%,0.3%,1.8%
CCN(CC)c1ccc(C(=O)N2CCN(Cc3ccccc3)CC2)cc1,-22.2%,0.7%,5.8%,u,x,-8.0%,8.4%
COc1ccc(OC)c(-c2csc(NC(=O)CSc3ccccc3)n2)c1,8.5%,2.0%,16.5%,u,6.2%[0.074 µM],-0.7%,-3.0%
CC(=O)C1=C(O)C(=O)N(Cc2ccco2)C1c1cccc(F)c1 (centres undefined),x,x,-17.6%,x,-4.4%,0.5%,2.3%
CCCSc1nc(N2CCCC2)c2c(c1C#N)CC(C)(C)OC2,-4.9%,-3.5%,23.8%[38.3 µM],9.5%,-65.7%[inhibitor],7.1%,u
CCOc1ccc2ccccc2c1CNc1nnnn1C,3.2%,5.2%,0.2%,u,-47.3%[inhibitor],6.8%,7.0%[9.22 µM]
CC12CCC3c4ccc(OCc5ccccc5)cc4CCC3C1CC(O)C2O (centres undefined),-20.5%,-4.5%,19.3%,x,-83.3%[inhibitor],10.6%,x
CC(C)CCN1C(=O)c2ccc(C(=O)NCc3ccco3)cc2C1=O,39.7%,2.4%,27.3%[38.3 µM],4.6%,1.0%,-4.9%,-23.0%
CN1CCN(CC(=O)Nc2ccc([N+](=O)[O-])cc2Br)CC1,-0.9%,0.3%,4.6%,-15.8%[46 µM],-5.7%,2.2%,23.2%

Whole records, looked up by structure.
CN1CCN(CC(=O)Nc2ccc([N+](=O)[O-])cc2Br)CC1 is entered as SMN2 splice enh: -0.9%; KinaseGlo FLuc: 0.3%; IMPase Li inh: 4.6%; LMNA splice mod: -15.8%[46 µM]; HTT ATP protect: -5.7%; CBFb-RUNX1 inh: 2.2%; HTT aggregate: 23.2%
Cc1cc(C)cc(OCc2nnc(SCC(=O)Nc3ccccc3)o2)c1 is entered as SMN2 splice enh: 26.7%; KinaseGlo FLuc: 2.3%; IMPase Li inh: 5.4%[38.3 µM]; LMNA splice mod: 0.5%; HTT ATP protect: 27.2%[0.074 µM]; CBFb-RUNX1 inh: 5.5%; HTT aggregate: 5.9%
